Source: PubChem BioAssay (several laboratories)
Wee1 stabilizer = Wee1 degradation inhibitors, primary screen, cell-based, HeLa, Wee1K328M-luciferase, luminescence | HeLa Luc-Wee1K328M stability; 100% = proteasome inhibitor MG132 effect | reporter increase, % at 5 µM | actives 1.2% (n = 220,000);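 active = activation above the mean of all tested compounds plus 3 SD, set per screening run, cut at about 8.8% in these data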;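 note: cells exposed to compound for 20 h before luminescence read; 0% = DMSO alone and 100% = MG132 at 30 µM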
thrombin 1536 = human alpha-thrombin inhibitors, primary screen, counter-screen for coagulation protease inhibitor project, biochemical, 1536-well, fluorogenic AMC substrate | Prothrombin (Homo sapiens), P00734 | Boc-VPR-AMC fluorogenic substrate cleavage | inhibition, % at 5 µM | actives 0.26% (n = 220,000);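 active = inhibition at or above 40%; inactive = inhibition below 40%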;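 note: 0% = enzyme with no compound and 100% = wells without enzyme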
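Test system: human alpha-thrombin; medium: pH 7.5 Tris-saline with Tween 20; times: reaction at room temperature; signal: AMC fluorescence at 355 nm excitation and 460 nm emission; also added: Boc-VPR-AMC substrate, 15 µM final; dosing: one concentration per compound, 5 µM, with 0.2% DMSO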
KLK5 inh = human KLK5 protease inhibitors, primary screen, biochemical, 1536-well; recombinant hK5, fluorogenic AMC substrate cleavage; inhibition, % at 5 µM; actives 0.59% (n = 210,000); AID 873, 2007;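 active = inhibition of 40% or more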;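 note: 0% = enzyme controls without compound and 100% = no-enzyme blanks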
Target sequence (Q9Y337 67-293 limits assumed): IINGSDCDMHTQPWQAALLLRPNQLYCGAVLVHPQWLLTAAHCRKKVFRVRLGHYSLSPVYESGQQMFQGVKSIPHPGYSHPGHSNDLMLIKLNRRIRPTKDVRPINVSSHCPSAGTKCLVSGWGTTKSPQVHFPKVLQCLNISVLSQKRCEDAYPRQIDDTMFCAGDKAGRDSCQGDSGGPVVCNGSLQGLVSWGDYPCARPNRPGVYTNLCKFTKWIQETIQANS
KCC2 mod = KCC2 cotransporter modulators, thallium flux, primary screen, cell-based, HEK293 KCC2, FluoZin-2 fluorescence, MLSMR. Solute carrier family 12 member 5 (Homo sapiens), Q9H2X9. KCC2 cells, thallium flux FluoZin-2 fluorescence. B-score of Tl+ flux slope (higher = more flux/activation; lower = inhibition) at 10 µM. actives 2.2% (n = 190,000). AID 1456, 2008;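 active = thallium flux slope and its plate-corrected score both differing from the plate sample mean at a set confidence after two filtering rounds, in either direction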;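 note: slope of fluorescence scaled to starting intensity during 10 to 20 s after thallium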
Furin inhibitor = human furin inhibitors, primary screen, biochemical, fluorescence intensity; P09958; purified furin, fluorogenic substrate cleavage; inhibition, % at 30 µM; actives 0.061% (n = 220,000); in the data active = inhibition above about 25%; note: inactives centre near -15
FXIa inh = human FXIa protease inhibitors, primary screen, biochemical, 1536-well | Coagulation factor XI (Homo sapiens), P03951 | purified FXIa, Boc-Glu-Ala-Arg-AMC fluorogenic substrate | inhibition, % at 5 µM | actives 0.14% (n = 220,000);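 active = inhibition of at least 40%; inactive = inhibition below 40%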;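 note: fluorescence of freed AMC excited at 355 nm; 0% = enzyme without compound and 100% = no enzyme blank; many of its hits are not listed in these tables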
Target sequence (P03951 19-387 limits assumed): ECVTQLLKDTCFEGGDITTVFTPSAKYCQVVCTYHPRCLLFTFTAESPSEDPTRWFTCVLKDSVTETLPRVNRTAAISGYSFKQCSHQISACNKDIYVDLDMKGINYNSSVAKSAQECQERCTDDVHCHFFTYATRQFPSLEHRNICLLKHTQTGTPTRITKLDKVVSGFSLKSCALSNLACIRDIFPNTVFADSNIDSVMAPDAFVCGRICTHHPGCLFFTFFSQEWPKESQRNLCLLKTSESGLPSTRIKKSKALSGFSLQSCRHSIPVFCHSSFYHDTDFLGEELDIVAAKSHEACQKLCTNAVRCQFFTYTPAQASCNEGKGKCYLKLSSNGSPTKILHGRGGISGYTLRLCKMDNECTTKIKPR
Target sequence (P03951 388-625 limits assumed): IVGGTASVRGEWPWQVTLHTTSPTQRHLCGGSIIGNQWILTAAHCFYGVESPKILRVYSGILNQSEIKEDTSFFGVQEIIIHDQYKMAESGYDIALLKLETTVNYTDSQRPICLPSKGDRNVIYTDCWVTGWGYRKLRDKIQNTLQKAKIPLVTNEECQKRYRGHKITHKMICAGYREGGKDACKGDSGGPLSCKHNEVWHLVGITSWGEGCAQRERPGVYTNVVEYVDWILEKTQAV
FXIIa inh = human FXIIa protease inhibitors, primary screen, biochemical, 1536-well; inhibition, % at 5 µM; purified FXIIa, Boc-QGR-AMC fluorogenic substrate, 2 h; actives 0.3% (n = 220,000); Coagulation factor XII (Homo sapiens), P00748; in the data active = inhibition above about 40%;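 note: 0% = enzyme with no compound and 100% = blank without enzyme; many of its hits are not listed in these tables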
p97 ATPase inh = inhibitors of human p97 ATPase, primary screen, biochemical | Transitional endoplasmic reticulum ATPase (Homo sapiens), P55072 | recombinant p97 ATPase, Kinase-Glo ATP luminescence, 3 h | inhibition, % at 8 µM | actives 0.42% (n = 220,000); in the data active = inhibition above about 15%;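 note: 0% = DMSO vehicle and 100% = wells lacking enzyme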
PERK inhibitor = block of dimerizer-induced PERK translation repression, primary screen, PERK inhibitor project, CHO PERK-DD cells, SEAP luminescence, HTS; Eukaryotic translation initiation factor 2-alpha kinase 3 (Homo sapiens), Q9NZJ5; CHO PERK-DD fusion, SEAP luminescence translation reporter; inhibition, % at 5.6 µM; actives 0.17% (n = 220,000); AID 1416, 2008;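 active = inhibition above the mean inhibition of all tested compounds plus 3 SD, set separately per screening campaign, cut at about 2.9% in these data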;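 note: PERK kinase domain activated by AP20187 dimerizer at 100 nM; 0% = DMSO with dimerizer and 100% = rapamycin at 8.4 µM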
An asterisk follows results filed as active; . = not tested or not shown; [ ] = dose if it differs, or a comment. Random draw from the library. Share with any hit: about 4.4%.

Start of the listing, in advance:
Below each SMILES: Wee1 stabilizer	thrombin 1536	KLK5 inh	KCC2 mod	Furin inhibitor	FXIa inh	FXIIa inh	p97 ATPase inh	PERK inhibitor
NS(=O)(=O)c1ccc2nc(NC(=O)c3ccncc3)sc2c1
    0	-9	0	0.56	-7	7	12	1	-0.9
CCc1c(O)nc(SCC(=O)NC(C)(C)C)n(-c2ccccc2)c1=O
    -1	2	-6	-1.4	-8[20 µM]	10	7	-1	1.2

This part in full, previewed entries included:
Below each SMILES: Wee1 stabilizer	thrombin 1536	KLK5 inh	KCC2 mod	Furin inhibitor	FXIa inh	FXIIa inh	p97 ATPase inh	PERK inhibitor
NS(=O)(=O)c1ccc2nc(NC(=O)c3ccncc3)sc2c1
    0	-9	0	0.56	-7	7	12	1	-0.9
CCc1c(O)nc(SCC(=O)NC(C)(C)C)n(-c2ccccc2)c1=O
    -1	2	-6	-1.4	-8[20 µM]	10	7	-1	1.2
O=C(CSc1nnnn1C1CCCC1)Nc1cccc(NC(=O)c2ccco2)c1
    -2	-3	-27	0.99	-24[20 µM]	11	14	4	-1.2
Cc1ccc(NNC(=O)C(=O)N2CCCCC2)cc1
    0	22	15	-0.022	-6	-5	-3	-2	-0.1
CC1=C(C(=O)OCC(C)C)C(c2ccc(F)cc2)NC(=O)N1 (centres undefined)
    1	5	5	.	-10	-2	7	3	0.4
CN=C(C)c1c(O)c2ccccc2oc1=O
    4	-6	-3	-0.026	-23[20 µM]	-1	7	1	0.0
COC(=O)c1[nH]c2ccccc2c1NS(=O)(=O)c1ccc(OC)cc1OC
    0	-9	1	0.42	-18[20 µM]	-11	-6	3	-0.2
COC(=O)CSc1nc(C)c(C)c(C)c1C(N)=O
    4	-3	4	0.63	-22	1	.	0	0.6
O=C(CSC1CC(=O)N(c2ccc(C(=O)O)cc2)C1=O)Nc1ccc2ccccc2c1 (centres undefined)
    9	-9	1	0.026	-22	-1	3	6	1.0
c1ccc(C2CC(c3cccs3)n3nnnc3N2)cc1 (centres undefined)
    2	-3	-4	.	-27	-5	8	2	0.7
COc1cc(/C=C/C(=O)N2c3ccccc3Sc3ccc(C(F)(F)F)cc32)cc(OC)c1OC
    4	-2	-6	0.13	0	1	2	-3	0.4
Cc1cc(C)c(C2=CSC3=NS(=O)(=O)CCN23)c(C)c1
    1	-4	-2	0.59	-37	-4	5	2	0.4
Cc1cc(C)c2c(c1)cc(C)c1nnc(SCC(=O)N3CCCc4ccccc43)n12
    0	-10	2	-1	-18	5	9	8	0.3
COCCNC(=O)COc1ccc(Oc2ccccc2)cc1
    -2	-3	-3	-0.24	-23[20 µM]	-10	-1	-2	0.8
COc1ccc(C2c3ccc(O)cc3Oc3ncn4nc(-c5cccnc5)nc4c32)cc1OC (centres undefined)
    -2	2	-8	-1	-23	-8	6	9	0.9
O=C(Cn1[nH]c(=O)c2ccccc2c1=O)Nc1ccc(-c2nnc3n2CCCCC3)cc1
    -2	0	-8	-0.11	-18[20 µM]	0	7	4	0.3
COc1ccc(CNC(=O)c2cnc3cc(C)ccn3c2=O)cc1
    5	0	-3	-2.7	-12	-5	8	0	-0.8
COCCn1c(=O)[nH]c2cc(C(=O)NCCc3ccc(S(N)(=O)=O)cc3)ccc2c1=O
    3	2	2	0.019	-13	0	8	1	1.4
CC(=O)Oc1cc2c(C(=O)NCCN3CCOCC3)c(C)oc2c2ccccc12
    4	15	32	.	-17	15	22	-1	0.2
O=C1N(Cc2cccc(Cl)c2)C[C@@H]2C[C@@H](c3cccn3-c3nccs3)N3CCC[C@@]123
    -1	-2	.	.	-10	1	8	-3	0.4
O=C(CSC1=NCCS1)Nc1ccc(F)cc1
    -2	10	-3	0.33	-7	-6	6	-1	-0.5
Fc1ccc(NCc2n[nH]c(=S)n2Cc2ccccc2)cc1
    0	-6	-4	-2	-36	-1	-4	0	0.2
CC(C)OCCCN1CN(S(=O)(=O)c2cccc(Cl)c2)c2nc3ccccc3nc21
    -2	4	-11	-1.6	-24[20 µM]	7	9	-2	-0.4
CC(C)NC(=O)c1ccc(N2CCOCC2)nc1
    0	2	7	0.37	-16[20 µM]	-3	11	-4	-0.6
Oc1ccccc1-c1nnc(COc2ccccc2)o1
    -1	-2	-6	.	-20	3	6	0	1.3
CCOC(=O)N1CCc2c(sc(NC(=O)CN(CC)CC)c2C#N)C1
    -2	0	1	-0.42	-23	10	4	0	0.1
COc1ccc(C(=O)NNC2=NC(C)(C)Cc3ccccc32)cc1
    4	0	-8	-0.07	-14	21	23	5	1.3
COc1ccccc1C(=O)N(Cc1cccs1)C1CCS(=O)(=O)C1 (centres undefined)
    2	-6	-7	.	-10	-9	10	5	0.1
Cc1ccc(OCc2nc(-c3ccc(-n4cccc4)cc3)no2)cc1C
    -1	-3	-7	-0.01	-10	19	24	2	-0.1
CC1(C)CC(=O)C(N=Nc2ccc(-c3ccccc3)cc2)=C(O)C1
    3	-14	-5	-0.82	-3	-6	7	-1	0.7
Cc1ccc(-c2nnn(CC(=O)Nc3ccccc3-c3ccccc3)n2)c(-n2cnnn2)c1
    6	-18	-9	-0.047	-30	-8	-2	-1	-0.9
CC(C)(C)NC(=O)COc1ccc(CNn2nnnc2N)cc1
    2	-3	-7	.	-14	0	6	4	-0.2
CC(C)Nc1nc(NC(C)C)nc(C(=O)OCCO)n1
    2	0	-14	-0.14	-19	3	6	0	1.4
CCOC(=O)C1=C(C)N=c2s/c(=C\c3cccn3C)c(=O)n2C1c1cccc(OC)c1OC (centres undefined)
    1	-9	0	-0.19	0[20 µM]	0	-12	2	-0.6
CCOC(=O)C1CCCN(S(=O)(=O)Cc2ccccc2)C1 (centres undefined)
    1	-2	3	.	-15	4	11	0	-0.6
Nc1ncnc2c1CCC2
    -2	-2	-4	.	-21[20 µM]	-4	4	-4	1.1
N#CC1=C(N)Oc2c(sc3ccccc23)C1c1ccco1 (centres undefined)
    4	-2	2	0.021	-15	-1	8	7	0.6
CC(C)(C)c1ccc(Cn2c(=N)n(CC(O)c3ccco3)c3ccccc32)cc1 (centres undefined)
    -3	0	-2	.	-15	-1	3	7	-1.2
FC(F)(F)c1ccccc1NC(=S)N1CCN(Cc2ccc3c(c2)OCO3)CC1
    3	-6	3	-0.69	-23	6	8	7	1.1
Cc1cccc(-c2nc3ccccc3c(=O)n2NC(=S)N(C)C)c1
    0	2	20	-0.16	-21	14	22	-3	0.0
Cc1ccccc1CSCCNC(=O)COc1ccc(Cl)cc1
    1	3	-17	-1.2	4	5	16	2	0.8
COc1ccc(NC(=S)N2CCCN(Cc3cc(C)ccc3C)C2)cc1
    4	2	-2	0.17	-23	-5	7	2	1.1
O=C(CC12CC3CC(CC(C3)C1)C2)NCC(=O)N1CCCC1
    -2	-1	-1	0.018	-25[20 µM]	15	8	2	0.5
O=C(NCCC1=CCCCC1)C(=O)NCc1ccncc1
    4	.	-5	1.5	-9	-2	-1	5	0.1
CSC1=N/C(=C\c2ccc(Cl)cc2)C(=O)N1N(C)C
    -2	-2	13	0.24	1	-11	3	-1	0.2
O=C(O)C1CCCCC1C(=O)Nc1ccccc1C(=O)N1CCN(c2ccc(F)cc2)CC1 (centres undefined)
    3	-7	-16	1.2	-4	-4	0	-1	0.2
O=C(Nc1ccc(OCC(F)(F)C(F)F)c(C(F)(F)F)c1)c1ccccc1
    0	.	.	.	-10[20 µM]	.	.	2	0.3
COc1cc(C(=O)OCCCN=C2NS(=O)(=O)c3ccccc32)cc(OC)c1OC
    -2	-6	10	0.25	-29	2	12	2	-0.1
CN(Cc1ccccc1)S(=O)(=O)c1ccc(Cl)c(C(=O)NCCc2ccccn2)c1
    0	-10	-1	-4.4*	-26	-3	8	0	0.2
C/C(=N\O)c1ccc2[nH]ccc2c1
    4	2	-10	-0.21	-29	5	19	6	0.6
COc1cc2[nH]c(=O)n(CCC(=O)N3CCN(Cc4ccccc4)CC3)c(=O)c2cc1OC
    0	-24	-8	-0.4	-25	-11	5	-1	-0.2
COc1ccc2c(c1)[nH]c1c(=O)n(CCN3CCOCC3)cnc12
    1	0	1	1.3	-17	2	0	8	1.0
CCNc1ccc(S(N)(=O)=O)cc1[N+](=O)[O-]
    -1	0	-25	1.7	0	6	11	0	0.1
COc1ccc(N2CCN(Cc3nc4c(c(=O)n(C)c(=O)n4C)n3CCc3ccccc3)CC2)cc1
    -2	-1	-10	0.42	-33	1	9	2	0.7
C(=N\n1cnnc1)/c1ccc(OCc2ccccc2)cc1
    1	-8	-3	-0.36	-21	-2	1	1	0.7
CCc1nnc(NC(=O)CSc2nnc(COc3ccc(C)cc3)n2-c2ccccc2)s1
    0	4	2	-0.46	-12	-1	14	-4	-0.5
COC(=O)c1ccc(COC(=O)c2ccc(CO)cc2)o1
    -3	-5	9	0.31	-8	-6	3	-6	-0.9
COc1ccc(/C=C/C2=NC(=C\N(C)C)/C(=O)O2)cc1
    -1	0	-22	.	10	3	12	-2	-0.9
Cc1ccc(NC(=O)c2ccc(NCc3ccco3)c([N+](=O)[O-])c2)cc1Cl
    1	-8	-12	-1.1	-1	3	9	-2	1.2
Cc1nc(-c2ccccc2)sc1-c1ccn[nH]1
    7	-16	-11	-1.4	-47	-12	0	0	-0.6
